PKA inh: inhibitors of human PKA kinase activity, primary screen, biochemical, ATP-depletion luminescence, Kemptide substrate; inhibition, % at 6 µM; cAMP-dependent protein kinase catalytic subunit alpha (Homo sapiens), P17612; AID 524, 2006; PKA Kemptide phosphorylation, Kinase-Glo ATP luminescence; actives 0.1% (n = 65,000);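 active = inhibition above the screen-wide mean inhibition plus 3 SD, cut at about 21% in these data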; note: many of its hits are not listed in these tables
ROCK2 blocker: inhibitors of human ROCK2 kinase, primary screen, biochemical, high-throughput, luminescence; Rho-associated protein kinase 2 (Homo sapiens), O75116; purified ROCK2, Kinase-Glo ATP depletion luminescence; inhibition, % at 6 µM; actives 0.35% (n = 60,000); AID 604, 2007;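 active = inhibition above the screen-wide mean inhibition plus 3 SD, cut at about 18% in these data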;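 note: plate controls were DMSO wells for no effect and Y-27632 control wells after no-enzyme background subtraction for full effect; many of its hits are not listed in these tables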
Her2 expr inh: inhibitors of Her2 protein expression, primary screen, SKBR-3 cells, AlphaScreen, 66K library; SKBR-3 HER2 protein level, 18-24 h; hits give low values; HER2 level % of control, % at 10 µM; actives 0.69% (n = 65,000);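 active = HER2 level under 5% of the carrier-only control; inconclusive = no clear call, values can overlap the other calls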;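 note: 100% = DMSO carrier and 0% = 500 nM PU-H71 HSP90 inhibitor; lower value means stronger loss of Her2 protein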
Target sequence (P04626 whole entry, looked up): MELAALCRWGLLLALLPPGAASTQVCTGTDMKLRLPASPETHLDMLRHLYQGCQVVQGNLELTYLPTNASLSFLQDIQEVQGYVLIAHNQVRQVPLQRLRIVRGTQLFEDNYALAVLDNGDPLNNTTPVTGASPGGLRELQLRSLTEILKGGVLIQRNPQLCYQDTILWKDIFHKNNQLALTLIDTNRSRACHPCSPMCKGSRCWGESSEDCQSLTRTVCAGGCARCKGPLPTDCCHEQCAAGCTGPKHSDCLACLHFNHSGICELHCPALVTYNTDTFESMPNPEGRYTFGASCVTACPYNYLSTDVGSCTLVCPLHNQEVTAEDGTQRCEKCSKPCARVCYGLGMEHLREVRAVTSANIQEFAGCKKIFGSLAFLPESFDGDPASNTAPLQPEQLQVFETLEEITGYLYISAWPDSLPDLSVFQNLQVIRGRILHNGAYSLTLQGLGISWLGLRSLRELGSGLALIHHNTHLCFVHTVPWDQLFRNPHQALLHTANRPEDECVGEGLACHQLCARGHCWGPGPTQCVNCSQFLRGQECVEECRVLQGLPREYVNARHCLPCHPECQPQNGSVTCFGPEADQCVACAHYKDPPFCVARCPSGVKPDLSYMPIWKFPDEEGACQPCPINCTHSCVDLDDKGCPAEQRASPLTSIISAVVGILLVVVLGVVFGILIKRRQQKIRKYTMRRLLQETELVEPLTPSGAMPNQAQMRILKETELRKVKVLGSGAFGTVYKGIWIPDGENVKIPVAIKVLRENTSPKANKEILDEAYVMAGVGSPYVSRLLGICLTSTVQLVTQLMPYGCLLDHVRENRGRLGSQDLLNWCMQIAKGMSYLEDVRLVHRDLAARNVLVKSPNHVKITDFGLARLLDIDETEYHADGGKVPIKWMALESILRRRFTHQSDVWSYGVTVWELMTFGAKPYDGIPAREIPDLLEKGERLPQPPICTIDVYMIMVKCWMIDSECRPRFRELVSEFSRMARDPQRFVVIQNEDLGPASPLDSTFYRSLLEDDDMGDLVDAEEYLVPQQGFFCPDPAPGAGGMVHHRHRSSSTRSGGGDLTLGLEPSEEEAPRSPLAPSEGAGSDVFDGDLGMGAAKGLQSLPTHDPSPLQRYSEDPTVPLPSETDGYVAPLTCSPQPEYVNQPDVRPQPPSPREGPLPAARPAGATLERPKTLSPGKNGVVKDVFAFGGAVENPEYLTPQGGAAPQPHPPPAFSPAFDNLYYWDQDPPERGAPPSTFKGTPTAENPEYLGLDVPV
* marks the source's active call; other numbers are inactive results; ? = inconclusive.

Value order – PKA inh, ROCK2 blocker, Her2 expr inh
CC1=CCC2C(=O)N(c3ccc4ccccc4n3)C(=O)C2C1 (stereo unspecified)
    -15, -12, 104
Cc1cc(NS(=O)(=O)c2ccc(NC(=O)CCCOc3ccc(Cl)cc3)cc2)no1
    8, 3, 105
Cn1c(=O)[nH]c(=O)c2c1nc(CN1CCN(c3ccc(F)cc3)CC1)n2CCc1ccccc1
    -3, -2, 117
COc1ccc(C(=O)NCCn2cc(SCC(=O)Nc3nnc(C)s3)c3ccccc32)cc1
    11, 4, 74
CC1c2[nH]c3ccccc3c2CCN1S(C)(=O)=O (stereo unspecified)
    -4, -1, 100
Cc1[nH]c(=O)[nH]c(=O)c1CSc1nnc([C@H](CC(C)C)NC(=O)OC(C)(C)C)o1
    4, -3, 126
COc1ccc(-c2csc(N(CC3CCCO3)C(=O)c3ccco3)n2)cc1 (stereo unspecified)
    0, 6, ?
CCCOc1ccc(C(=O)NCc2cccnc2)cc1
    -3, -3, 92
CC(NC(=O)C1C2C=CC(C2)C1C(=O)O)c1ccccc1 (stereo unspecified)
    0, 2, 88
COc1cccc(-c2nc(NC(C)C)c3ccccc3n2)c1O
    4, 6, 47
CC1=C(SCCC#N)S/C(=C2\SC(C)=C(SCCC#N)S2)S1
    8, -2, 74
COc1ccccc1NC(=O)CN(Cc1ccco1)C(=O)c1ccc(-n2nc(C)cc2C)cc1
    3, 1, 83
CCOc1ccccc1-n1c(SCC(=O)Nc2ccc(CC)cc2)nc2n[nH]c(C)c2c1=N
    6, 4, 25
COc1cccc(NC(=O)CSc2nc3n[nH]c(C)c3c(=N)n2-c2cccc(OC)c2)c1
    9, 6, 65
Brc1cnc(N2CCCC2)nc1N1CCOCC1
    2, -3, 50
CC(C)NS(=O)(=O)c1cccc2nsnc12
    7, 7, 79
O=C(Nc1cccc(-c2nc3ncccc3o2)c1)c1cc2ccccc2o1
    8, 9, 114
CC1(C)CC(=O)C2=C(C1)OC(N)=C(C#N)C2CCc1ccccc1 (stereo unspecified)
    0, -3, 97
O=C(CN1C(=O)c2ccccc2S1(=O)=O)Nc1ccccc1C(=O)NCc1ccco1
    4, 2, 106
Cc1ccc(-c2nnc(CSc3nnc(COc4ccccc4)n3-c3ccccc3)o2)cc1
    4, 7, 112

Shown field by field: part of the list above
CC(NC(=O)C1C2C=CC(C2)C1C(=O)O)c1ccccc1 (stereo unspecified)
  PKA inh = 0; ROCK2 blocker = 2; Her2 expr inh = 88
COc1cccc(-c2nc(NC(C)C)c3ccccc3n2)c1O
  PKA inh = 4; ROCK2 blocker = 6; Her2 expr inh = 47
CC1=C(SCCC#N)S/C(=C2\SC(C)=C(SCCC#N)S2)S1
  PKA inh = 8; ROCK2 blocker = -2; Her2 expr inh = 74

Arranged by value in PKA inh (smallest number first): some entries from above.
Molecule | PKA inh | ROCK2 blocker | Her2 expr inh
CC1=CCC2C(=O)N(c3ccc4ccccc4n3)C(=O)C2C1 (stereo unspecified) | -15 | -12 | 104
Cc1ccc(-c2nnc(CSc3nnc(COc4ccccc4)n3-c3ccccc3)o2)cc1 | 4 | 7 | 112
O=C(Nc1cccc(-c2nc3ncccc3o2)c1)c1cc2ccccc2o1 | 8 | 9 | 114
COc1cccc(NC(=O)CSc2nc3n[nH]c(C)c3c(=N)n2-c2cccc(OC)c2)c1 | 9 | 6 | 65
COc1ccc(C(=O)NCCn2cc(SCC(=O)Nc3nnc(C)s3)c3ccccc32)cc1 | 11 | 4 | 74

(list continues)
Value order – PKA inh, ROCK2 blocker, Her2 expr inh
O=C(CCn1c(=O)oc2ccccc21)NC1=NCCS1
    2, 4, 90
Cc1ccc(-c2nc(CSCC(=O)N3CCCC3)c(C)o2)cc1
    13, 4, 103
c1ccc(-c2nc(NCC3CCCO3)c3ccccc3n2)nc1 (stereo unspecified)
    7, 12, 48
CCOC(=O)C1CCN(c2cc(=O)n(-c3ccccc3Cl)c(=O)[nH]2)CC1
    11, 8, 141
O=C(NCCCn1ccnc1)C(Cc1ccccc1)N1C(=O)c2ccccc2C1=O (stereo unspecified)
    0, 1, 89
Cc1ccc(S(=O)(=O)N(C)Cc2nc(-c3ccccn3)no2)cc1
    7, 7, 57
COc1ccc(-c2ccc(CCC(=O)O)n2C(C)C)cc1
    -2, -3, 49
O=C(COc1ccccc1)NCCn1ccc2ccccc21
    4, 5, 116
CSc1nc2c(c(=O)n1Cc1ccccc1)SC(C)C2 (stereo unspecified)
    -4, 2, 94
Cc1nc2sc(C(c3ccco3)N3CCN(c4cccc(Cl)c4)CC3)c(O)n2n1 (stereo unspecified)
    1, 2, 65
Cc1cc(N2CC(=O)N(CCc3ccccc3)C(=O)C2)n2ncnc2n1
    6, 12, 102
COC(=O)C1CCN(c2cc(=O)n(Cc3ccc(F)cc3)c(=O)[nH]2)CC1
    7, 7, 96
Cn1c(=O)c2c(nc(SCCN3CCOCC3)n2Cc2ccccc2)n(C)c1=O
    7, 2, 110
CCCS(=O)(=O)NCc1ccc2c(c1)cc(C)n2C
    -5, -6, 99
Cc1cc(NC(=O)CSc2nc(-c3cccs3)cc(C(F)(F)F)n2)no1
    2, 1, 67
COc1ccc(C(=O)O)cc1NS(=O)(=O)c1cccc2nsnc12
    -4, 1, 107
CCOc1ccccc1N(CC(=O)Nc1ccc2c(c1)OCCO2)S(C)(=O)=O
    -2, -4, 101
COc1ccc(OC)c(N2C(=O)CC(Cc3ccc(C)cc3)C2=O)c1 (stereo unspecified)
    16, 9, 84
CCn1cc(C(=O)Nc2ccc(NC(=O)c3ccco3)cc2)c(=O)c2ccc(C)nc21
    -4, -1, 80
CCCOc1ccc(C(=O)N2CCCC2C(=O)O)cc1 (stereo unspecified)
    6, 3, 100

A draw from above in order of length of the SMILES, highest first:
Value order – PKA inh, ROCK2 blocker, Her2 expr inh
CCOC(=O)C1CCN(c2cc(=O)n(-c3ccccc3Cl)c(=O)[nH]2)CC1
    11, 8, 141
COc1ccc(OC)c(N2C(=O)CC(Cc3ccc(C)cc3)C2=O)c1 (stereo unspecified)
    16, 9, 84
Cc1ccc(-c2nc(CSCC(=O)N3CCCC3)c(C)o2)cc1
    13, 4, 103

(continued)
Value order – PKA inh, ROCK2 blocker, Her2 expr inh
O=C(O)C1CSC2(CCN(Cc3ccccc3)CC2)N1 (stereo unspecified)
    8, 6, 103
O=C(CNC(=O)C1CCCCC1)NCCCO
    10, 5, 77
CCCC(=O)NC(c1ccco1)c1cc(Cl)c2cccnc2c1O (stereo unspecified)
    6, 6, 90
COc1cc(CNc2ccc3[nH]c(=O)[nH]c3c2)cc(Cl)c1OCC(=O)NC(C)(C)C
    3, 15, 54
Cc1nnc(Sc2nc3c(c(=O)n(C)c(=O)n3C)n2Cc2ccc(Cl)cc2)s1
    3, -4, 119
CCOc1ccccc1Cn1c(=O)oc2ccc(C)cc21
    8, 4, 84
CC1CN(Cc2nc3c(c(=O)n(C)c(=O)n3C)n2CC(=O)c2ccccc2)CC(C)O1 (stereo unspecified)
    5, 2, 106
O=C(CCn1c(=S)oc2ccccc21)Nc1ccc2c(c1)OCCO2
    10, 6, 79
Cc1ccc(N2C(=O)C3ON(c4ccccc4)C(c4ccncc4)C3C2=O)cc1 (stereo unspecified)
    4, 3, 112
Cc1c(C(=O)Nc2ccc3c(c2)OCCO3)sc2nc(-c3ccccc3)cn12
    4, 6, 107
CCC(=O)c1cc(F)c(N2CCN(C(=O)Cc3ccccc3)CC2)cc1C
    7, 0, 96
Nc1c(C(=O)c2ccc(F)cc2)oc2ccccc12
    2, -4, 77
Cc1nnc(SCCn2c(N3CCCCC3)nc3c2c(=O)n(C)c(=O)n3C)s1
    -2, -2, 83
Fc1ccc(CNc2ncnc3c2cnn3-c2ccccc2)cc1
    2, 0, 58
Cc1ccc(Cn2nnc3c(=O)n(CC(=O)OCc4ccccc4)cnc32)cc1
    12, 1, 148
N#CC1=C2SCN(Cc3ccccc3)CN2C(=O)CC1c1ccc2c(c1)OCO2 (stereo unspecified)
    -1, 10, 94
CCOC(=O)c1[nH]c2ccc(OC)cc2c1NC(C)=O
    7, 0, 105
CCCCCn1c(Sc2ncccn2)nc2c1c(=O)[nH]c(=O)n2C
    7, 0, 93
COc1ccc(CNC(=O)[C@H](C)NC(=O)C2CCN(S(=O)(=O)c3ccc(C)cc3)CC2)cc1
    2, -11, 102
COCCN(C(=O)C(F)(F)F)C(C(=O)NC1CCCCC1)c1ccco1 (stereo unspecified)
    4, 4, 129
COc1cccc(C(=O)NCc2nnc(SCC(=O)Nc3nccs3)n2-c2cccc(C)c2)c1
    -2, 0, 54
CCc1ccc(S(=O)(=O)NCCc2csc(-c3ccccc3)n2)s1
    13, 6, 81
CC(NC(=O)c1ccc(N(C)C)cc1)C(c1cccs1)N1CCN(C)CC1 (stereo unspecified)
    -1, -10, 125
O=c1cc(N2CCCC2)[nH]c(=O)n1-c1ccc(Cl)cc1
    8, 4, 87
CCc1nnc(NC(=O)C2CCCCC2)s1
    1, 2, 87
O=C(Cc1ccccc1)NCc1nc2ccccc2[nH]1
    0, 2, 97
CCCCCCn1c(CN2CCC(C)CC2)nc2c1c(=O)n(C)c(=O)n2C
    -3, -2, 78
CCOC(=O)C(CC)Sc1nc(-c2ccc(OC)cc2)nc2c1c(=O)n(C)c(=O)n2C (stereo unspecified)
    5, 1, 69
CCC(C)Nc1nc2c(c(=O)n(C)c(=O)n2C)n1Cc1cccc(C)c1 (stereo unspecified)
    10, 6, 104
Cn1c(=O)[nH]c(=O)c2c1nc(CN1CCOCC1)n2CCc1ccccc1
    5, 0, 102
Cc1cccc(C)c1N1C(=O)C2ON(c3ccccc3)C(c3ccncc3)C2C1=O (stereo unspecified)
    6, 16, 227
Cc1nc2sc(C(c3ccco3)N3CCOCC3)c(O)n2n1 (stereo unspecified)
    9, 3, 51
CCCCc1ccc(-c2nc(N)n[nH]2)cc1
    0, 1, 116
CCOc1ccc(CCNC(=O)CN(C)S(=O)(=O)c2ccc3c(c2)CCC(=O)N3)cc1OCC
    9, 2, 90
CCCCC(=O)Nc1nnc(SCC(=O)N2CCN(c3ccccc3OC)CC2)s1
    8, 6, 110
COc1ccc(-n2c(=O)[nH]cc(C(=O)N3CCc4ccccc43)c2=O)cc1
    10, 8, 107
CCn1c(CNC(=O)c2ccccc2)nc2ccccc21
    -2, 0, 96
Cc1ccc2nc3c(cc(C(=O)NCCCn4ccnc4)n3C)c(=O)n2c1
    -6, -10, 129
Cc1ccc2nc(NC(=O)c3ccc(Cn4cc(Cl)cn4)o3)sc2c1
    0, 4, 77
Cc1nnc(SCCn2c(N(C)Cc3ccccc3)nc3c2c(=O)n(C)c(=O)n3C)s1
    8, 7, 97
O=S(=O)(Nc1ccc2c(c1)OCCO2)c1ccc(Br)s1
    11, 7, 113
COC(=O)C1=C(N)Oc2cc(N(C)C)ccc2C1c1ccccc1OC (stereo unspecified)
    8, 4, 104
NC(=O)Cn1c(S(=O)(=O)Cc2ccccc2)nc2ccccc21
    5, 3, 109
O=C(CSC1=NCCS1)Nc1nc(-c2ccccc2)cs1
    2, 1, 100
CC(C)NC(=O)CSc1nc2ccccc2n1CC(=O)N1CCc2ccccc21
    0, 0, 96
Cc1ccc(O)c(CNc2ccccn2)c1
    6, 3, 104
CC1CN(Cc2nc3c(c(=O)n(C)c(=O)n3C)n2CCCc2ccccc2)CC(C)O1 (stereo unspecified)
    4, 10, 82
CC(=O)N1CCC(C(=O)Nc2nc(-c3ccccc3)ns2)CC1
    8, 2, 65
CC(C)(C)c1csc(NC(=O)c2ccc(Cl)s2)n1
    -2, 0, 56
CCn1c(SCC#N)nc2c(c1=O)C1(CCCC1)Cc1ccccc1-2
    -3, 2, 108
O=C(NCc1ccc2c(c1)OCO2)c1ccc2snnc2c1
    6, 38*, 98
COc1ccccc1N1CCN(C(=O)CSc2nnc(NC(=O)C3CCC3)s2)CC1
    5, 0, 93
Cn1c(=O)[nH]c(=O)c2c1nc(SCCN1CCOCC1)n2Cc1ccccc1
    8, 6, 102
COc1ccc(-c2nn(C)c(=O)c3ccccc23)cc1CNC(=O)c1ccco1
    -6, -2, 74
COc1cccc(NC(=O)C2CCCN2C(=O)OCc2ccccc2)c1 (stereo unspecified)
    5, 6, 81
Cc1ccc2cc(CCNC(=O)c3ccco3)c(=O)[nH]c2c1
    -4, 3, 89
CCn1c(=O)n(CC(=O)NCc2ccco2)c(=O)c2ccccc21
    1, 4, 76
Cc1nnc(SCC(=O)Nc2ccc3c(c2)OCCO3)s1
    4, 6, 79
CCCCCCn1c(CN2CCCCC2C)nc2c1c(=O)n(C)c(=O)n2C (stereo unspecified)
    -2, -4, 75
O=C(Cn1cnc2c(nnn2Cc2ccc(F)cc2)c1=O)NCC1CCCO1 (stereo unspecified)
    8, 0, 94

Remaining list, next part:
Value order – PKA inh, ROCK2 blocker, Her2 expr inh
CCOc1cccc(NC(=O)CSc2nncn2N)c1
    -5, 1, 104
COC(=O)c1cccc(N2C(=O)C(Cl)=C(N3CCOCC3)C2=O)c1
    8, 6, 107
Cn1c(=O)[nH]c(=O)c2c1nc(CN1CCN(c3ccccc3F)CC1)n2CCCc1ccccc1
    6, 2, 66
CCCCCOC(=O)CSc1nc2c(c(=O)[nH]c(=O)n2C)n1CCc1ccccc1
    4, -4, 95
O=C(CSc1nnc(NC(=O)C2CCC2)s1)Nc1ccc(N2CCOCC2)cc1
    7, 5, 85
Cn1c(=O)c2c(nc(CN3CCc4ccccc4C3)n2Cc2ccc(Cl)cc2)n(C)c1=O
    -6, -8, 103

Only part of the results is shown; rates above refer to the full screens.
